RXFP1 ag: RXFP1 (human) receptor agonism | Q9HBX9 | HEK293T-RXFP1 cAMP TR-FRET, 30 min; response scale: percent of porcine relaxin response, buffer zero | Potency, µM (series often up to 57.5 µM), without a hit: at the highest dose activation, usual class: activators | 370,000 compounds, 0.3% hits | AID 2676; active = well fitted activation curve with a large enough effect; inconclusive = small, poorly fitted or top-dose-only effect; note: potency is the fitted concentration of half-maximal effect; % is set by controls: 0 for no effect and ±100 for the full control effect; nearly all actives have a fitted effect of over 60% in size; many of its hits are not listed in these tables
Target sequence (Q9HBX9 whole entry, looked up): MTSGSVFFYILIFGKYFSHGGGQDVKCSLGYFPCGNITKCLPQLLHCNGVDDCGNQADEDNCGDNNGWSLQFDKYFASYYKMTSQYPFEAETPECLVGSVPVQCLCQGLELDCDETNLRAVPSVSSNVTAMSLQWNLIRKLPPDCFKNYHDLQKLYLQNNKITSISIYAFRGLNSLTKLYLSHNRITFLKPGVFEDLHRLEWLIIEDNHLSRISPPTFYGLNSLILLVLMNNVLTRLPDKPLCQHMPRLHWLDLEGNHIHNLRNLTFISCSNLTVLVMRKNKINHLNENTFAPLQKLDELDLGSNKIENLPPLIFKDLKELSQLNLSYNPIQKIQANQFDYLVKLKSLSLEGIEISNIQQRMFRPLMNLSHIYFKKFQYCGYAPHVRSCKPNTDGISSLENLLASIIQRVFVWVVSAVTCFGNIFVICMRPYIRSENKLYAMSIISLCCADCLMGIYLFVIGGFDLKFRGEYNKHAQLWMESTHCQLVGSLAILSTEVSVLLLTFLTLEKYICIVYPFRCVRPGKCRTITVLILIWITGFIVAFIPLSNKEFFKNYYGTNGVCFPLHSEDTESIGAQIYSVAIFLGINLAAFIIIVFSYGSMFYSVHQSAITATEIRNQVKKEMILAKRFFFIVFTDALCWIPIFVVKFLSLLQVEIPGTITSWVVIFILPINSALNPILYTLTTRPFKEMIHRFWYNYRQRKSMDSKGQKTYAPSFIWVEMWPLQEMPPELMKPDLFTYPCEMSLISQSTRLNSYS
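HEK293 cells stably expressing RXFP1, treated 30 min at 37C with compounds plus PDE4 inhibitor Ro 20174; cAMP measured by HTRF TR-FRET. Normalized to buffer and 29 nM porcine relaxin; EC50 by Hill fit.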
D1 antag: human D1 dopamine receptor antagonism; AID 504652; 360,000 compounds, 3.2% hits; activity change, negative = inhibition, % at 10 µM; HEK293 TREx D1 cells, calcium flux, dopamine EC80; stronger effect = lower value; in the data active = activity change below about -30%; note: % is set by controls: 0 for no effect and ±100 for the full control effect
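Antagonism measured as reduced calcium response to an EC80 dopamine addition following 180 s compound pre-read; cells were inducible HEK293 Trex D1 plated overnight at 30 C, read kinetically at 1 cycle/sec.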
TRHR enhancer: allosteric enhancers of human TRH receptor; P34981; TRHR cells, fluo-8 calcium fluorescence, EC20 TRH enhancement; enhancement, % at 2 µM; 360,000 compounds, 0.66% hits; in the data active = enhancement above about 30%; note: 0% is about no effect
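Enhancer read-out: after compound pinning and an initial kinetic agonist-mode read, an EC20 of TRH (10 nM final) was injected and fluo-8 calcium signal (Ex 480/Em 530) followed at 1 s/cycle for 100 cycles in TRHR-expressing cells.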
D2 antagonist: antagonists of human D2 dopamine receptor. HEK293 TREx D2 cells, calcium flux, dopamine EC80. 340,000 compounds, 2% hits. inhibition, % at 10 µM; in the data active = inhibition above about 30%; note: 0% is about no effect
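Calcium flux kinetic readout in an inducible HEK293 TREx D2 line plated overnight at 30 C. After 180 s compound exposure, an EC80 dopamine challenge follows with another 180 s kinetic read to detect antagonism.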
RXFP1 antagonist: antagonists of human relaxin receptor RXFP1; Q9HBX9; HEK293-RXFP1, relaxin-stimulated cAMP HTRF, 30 min; stronger effect = lower value; activity change, negative = inhibition, % at 57.5 µM; 350,000 compounds, 0.59% hits; AID 1259400;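 active = activity change of -60% or lower, but not beyond a set lower limit; inconclusive = change between -60% and -40%, or beyond the set limit; inactive = change above -40%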; note: % is set by controls: 0 for no effect and ±100 for the full control effect
D1 agonist: agonists of human D1 dopamine receptor; P21728; 360,000 compounds, 1% hits; HEK293 T-REx D1 cells, calcium flux, agonist mode; activation, % at 2 µM; AID 504660; in the data active = activation above about 30%; note: 0% is about no effect
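Tetracycline-induced HEK293 TREx D1 cells, force-coupled to calcium signalling, were dye-loaded with a no-wash calcium kit. Compound was pin-added after a 10 s baseline. Fluorescence was read kinetically at 1 cycle/s for 180 s, with calcium rises flagged as agonism.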
D1 PAM: human D1 dopamine receptor positive modulation; HEK293 TREx D1 cells, calcium flux, dopamine EC20 potentiation; P21728; potentiation, % at 10 µM; 360,000 compounds, 0.036% hits; AID 504651; in the data active = potentiation above about 30%; note: 0% is about no effect
D2 agonist: agonists of human D2 dopamine receptor; P14416; HEK293 T-REx D2 cells, calcium flux agonist mode; activation, % at 2 µM; 340,000 compounds, 0.53% hits;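 active = activation over 3 SD above normal in the single-dose calcium agonist read, cut at about 30% in these data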; note: 0% is about no effect
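Tetracycline-induced HEK293 Trex cells with D2 receptor force-coupled to calcium signaling, plated overnight at 30 C and loaded with no-wash calcium dye. Calcium flux read kinetically for 180 s after compound addition; responses flag agonists.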
D2 potentiator: positively modulates the human D2 dopamine receptor allosterically | 340,000 compounds, 0.34% hits | P14416 | potentiation, % at 10 µM | HEK293 T-REx D2, calcium flux, EC20 dopamine potentiation;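 active = potentiation over 3 SD above the plate norm, cut at about 30% in these data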; note: 0% is about no effect
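Tetracycline-induced Hek293 Trex D2 cells, force-coupled to calcium, loaded with no-wash calcium dye. Compound added with 180 s kinetic read for agonism, then EC20 dopamine and a further 180 s read for potentiation.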
An asterisk follows results filed as active; ? = inconclusive; · = not tested or not shown; & = joins results of further samples; ! = a repeat was not active. These rows are one share of the data; the hit share may differ from the screen's.

Screens in order – RXFP1 ag	D1 antag	TRHR enhancer	D2 antagonist	RXFP1 antagonist	D1 agonist	D1 PAM	D2 agonist	D2 potentiator
Cc1ccc2oc(C(=O)NCC(c3ccco3)N(C)C)c(C)c2c1 (stereo not given)
 : 0.9%	8	-1	-4	4	3	-1	0.0	-18
COc1ccc(NS(=O)(=O)c2cccc(NC(=O)c3ccc(S(=O)(=O)N4CCCCCC4)cc3)c2)cc1
 : -0.6%	-24	5	2	-9	10	-7	5.0	17
O=C(c1cc(-c2ccccc2)on1)N1CCN(Cc2ccc3c(c2)OCO3)CC1
 : 2.0%	-13	-5	23	2	1	-6	24	-18
COc1ccccc1OCc1cc(C(=O)NCc2ccc(N3CCCC3=O)cc2)no1
 : -0.1%	-13	-3	-18	8	3	-9	0.9	-2
COc1ccc(S(=O)(=O)N2CCN(Cc3cc(OC)c(OC)cc3OC)CC2)cc1
 : 0.9%	1	-1	-9	3	1	4	0.5	-5
CCCCn1cc(S(=O)(=O)c2ccc(C)c(C)c2)c(=O)c2cc(F)c(N3CCN(C)CC3)cc21
 : 0.0%	4	17	·	-9	-2	0	1.6	3
CCN1CCN(Cc2nc3c(c(=O)n(C)c(=O)n3C)n2Cc2ccccc2Cl)CC1
 : -0.5%	-3	8	14	·	1	·	1.0	-5
COc1ccc(CC(=O)N/N=C/c2ccc(-c3cccc(C(=O)O)c3)o2)cc1OC
 : -2.3%	0	3	3	-4	1	-8	-1.7	8
C/C(C=O)=C/c1ccccc1
 : -0.1%	·	0	0	·	0	1	1.3	-4
CSCCC(NC(=O)c1ccc(Cl)cc1)C(=O)OCC(=O)NCc1ccco1 (stereo not given)
 : 0.7%	12	-5	19	-4	3	-3	-1.5	-4
O=C(c1cc(F)ccc1F)C1CCCN(C(=O)CSc2ccccn2)C1 (stereo not given)
 : 0.2%	-40*	-3	14	2	0	3	-0.1	9
O=C(CN1CCN(S(=O)(=O)c2ccc(F)cc2)CC1)Nc1ccccc1F
 : 0.5%	-9	-8	-1	-2	0	-1	-2.0	-15
O=C(Nc1nccs1)C1CC(=O)N(c2ccc(F)cc2)C1 (stereo not given)
 : 1.4%	-10	5	-11	-7	0	12	0.8	5
Cc1cc(C)n(CCNC(=O)c2cc(COc3ccc(F)cc3Cl)on2)n1
 : -3.5%	-11	-3	-8	-5	6	-4	0.3	4
O=C(NC(=S)Nc1ccc2oc(=O)ccc2c1)c1ccco1
 : -0.6%	-10	-4	·	1	2	5	·	·

More records
Screens in order – RXFP1 ag	D1 antag	TRHR enhancer	D2 antagonist	RXFP1 antagonist	D1 agonist	D1 PAM	D2 agonist	D2 potentiator
CC(=O)c1ccc(OCCCC(=O)NCC(c2ccco2)N(C)C)cc1 (stereo not given)
 : 1.0%	21	4	-18	22	5	0	-0.1	4
Cc1noc(C)c1COc1ccc(C(=O)OCC(=O)N2c3ccccc3NC(=O)C2(C)C)cc1
 : 0.8%	0	-7	16	3	3	-5	5.9	-2
Cc1ccc(S(=O)(=O)N2CCOCC2)cc1NC(=O)CSc1nc(N)cc(=O)[nH]1
 : ?	-14	-4	19	-1	4	-3	0.0	-4
COc1cc(/C=C/C(=O)N2CCc3ccccc3C2)cc(OC)c1OC
 : -0.9%	5	10	-16	14	1	-1	-1.0	4
Cc1c(Cl)cccc1Nc1ncccc1C(=O)OCC(O)CO (stereo not given)
 : -0.1%	-13	-1	·	·	0	0	·	·
COc1ccc(CCNC(=O)CN(c2ccccc2OC)S(=O)(=O)c2ccc(C)cc2)cc1
 : 1.1%&-0.5%	-36*!	-5&-1	2	2	37*!	5&-3	-1.0&0.1	3&-10
Clc1ccc(-c2nc3ccccn3c2CN2CCSCC2)cc1
 : 0.5%	6	-11	·	-3	1	-7	·	1
O=C(NCCCN1CCCCC1)c1ccc2c(c1)NC(=O)C(N1CCOCC1)S2 (stereo not given)
 : 2.0%	-4	3	12	3	2	-5	0.7	-19
CCc1ccc(NC(=O)Cn2nnc(C(=O)NCc3ccc(C)cc3)c2N)cc1
 : -2.0%	0	-13	·	5	1	-6	1.0	6
CC(C)NC(=O)C1CCCN(S(=O)(=O)c2ccc(-n3cnnn3)cc2)C1 (stereo not given)
 : -0.8%	17	1	-11	21	1	7	0.0	-17
COc1ccc2c(c1OC)C(=O)N1c3ccccc3C(=O)N(c3ccc(F)cc3)C21 (stereo not given)
 : 0.3%	-2	-4	41*	0	-2	-7	0.1	·
COC(=O)CCC(=O)Nc1ccc(S(=O)(=O)Nc2nc(C)cc(C)n2)cc1
 : 0.5%	-3	0	6	-4	-1	10	-0.3	-1
Cc1cc(NC(=O)c2ccccc2Oc2ccccc2)no1
 : -0.2%	3	4	-4	-11	4	-1	-0.6	8
COCCn1c(SCC(=O)NC2CCCC2)nnc1-c1ccncc1
 : 2.9%	11	6	1	14	-2	4	-1.8	18
Cc1ccccc1CSc1nccn1-c1ccccc1
 : -0.6%	6	5	9	-9	5	1	0.3	10

Continuation:
Screens in order – RXFP1 ag	D1 antag	TRHR enhancer	D2 antagonist	RXFP1 antagonist	D1 agonist	D1 PAM	D2 agonist	D2 potentiator
COc1ccc(CCNC(=O)c2nn(-c3ccc(C)cc3)c(=O)c3c2c2ccccc2n3C)cc1OC
 : 1.1%	-16	-8	·	3	19	6	0.6	-1
CCCN1C(=O)C(O)(CC(=O)c2ccc(CC)cc2)c2ccccc21 (stereo not given)
 : 4.9%	-2	0	·	-19	2	-1	-0.2	·
Cc1ccccc1CCNC(=O)Cn1nc(C)c2c(C)n(-c3ccccc3)nc2c1=O
 : 7.9%	15	-7	1	-12	4	10	-0.6	-1
Cc1ccc2nc(NC(=O)c3nc(SCc4ccccc4C)ncc3Cl)sc2c1
 : 0.3%	25	-4	·	·	1	0	1.1	-7
Cc1ccnc(NC(=O)c2ccc(S(=O)(=O)N3CCCC3)cc2)c1
 : 0.3%	1	-1	0	-10	1	-3	-0.1	4
CCOC(=O)c1c(C)n(CC)c2ccc(OC(=O)c3ccc([N+](=O)[O-])cc3)cc12
 : 3.2%	-3	-6	24	-4	3	2	0.8	-6
COC(=O)c1cc(NC(=O)c2c(-c3ccccc3)noc2C)ccc1N1CCOCC1
 : 2.1%	9	-2	-9	-22	4	2	0.7	13
COC(=O)c1ccc(NC(=O)CSc2nc3[nH]ncc3c(=O)[nH]2)cc1
 : 0.3%	9	9	-1	9	3	-5	0.1	8
CN(C)CCNc1oc(COc2ccc(Cl)cc2)nc1C#N
 : 0.7%	11	-2	-4	2	29	-3	0.9	-10
CCCC(=O)Nc1ccc(C(=O)NN2C(=O)c3ccccc3C2=O)cc1
 : -0.3%	12	-2	·	-4	2	-6	·	-1
C=CCn1cnc2c(c1=O)c1nc3ccccc3nc1n2/N=C/c1cc(OC)c(OC)c(OC)c1
 : -0.2%	-5	0	-11	8	1	-2	-0.2	-7
Cc1ccc(C)c(OCCCC(=O)Nc2nccs2)c1
 : 2.1%	-16	0	6	11	0	-5	0.5	-13
Cc1c(NC(=O)C(CC(=O)O)NCc2ccco2)c(=O)n(-c2ccccc2)n1C (stereo not given)
 : 0.0%	3	2	-10	-15	0	3	0.3	4
CCCN(C(=O)COC(=O)c1nc2nc(C)cc(C)n2n1)C1CCS(=O)(=O)C1 (stereo not given)
 : -1.7%	-3	4	9	3	4	-3	0.1	-10
Cc1cc2nc(-c3ccc[nH]c3=O)n(Cc3ccccc3F)c2cc1C
 : 0.0%	8	-6	8	-5	2	-7	0.4	9

New compounds follow:
Screens in order – RXFP1 ag	D1 antag	TRHR enhancer	D2 antagonist	RXFP1 antagonist	D1 agonist	D1 PAM	D2 agonist	D2 potentiator
CN(C)C(=O)c1ccc2c3c(cccc13)CC2
 : -0.4%	44	-1	6	4	24	-10	4.8	-5
COc1ccc(/C=C2\SC(=N)N(c3nccs3)C2=O)cc1OC
 : 5.0%	-6	2	-7	0	3	-3	1.5	10
O=C(O)c1ccc2c(c1)C(=O)N(CCc1ccccc1)C2=O
 : 2.3%	11	7	5	1	2	-3	-0.2	13
CC(=O)c1cccc(CN(C)CC2CCCN(CCc3ccccc3C)C2)c1 (stereo not given)
 : 2.7%	-66*	-4	7	-4	4	-9	-0.1	-25
Cc1onc(-c2ccccc2Cl)c1C(=O)OCC(=O)N1CCCc2ccccc21
 : 0.8%	18	-6	15	-11	2	3	-0.4	-4
NC(=O)c1cccc2c1-c1ccccc1/C2=N/NC(N)=S
 : -1.7%	0	-1	7	8	2	-1	-2.3	-5
Cc1c(Cl)c([N+](=O)[O-])nn1CCCC(=O)Nc1c(C)n(C)n(-c2ccccc2)c1=O
 : -1.0%	-4	10	2	0	-2	5	0.9	2
CCOc1ccccc1NC(=O)C(NC(=O)C1CCC(C)CC1)C(C)C (stereo not given)
 : 1.0%	-4	-3	2	12	2	6	-0.1	0
COc1cccc(Nc2nc(-c3ccccc3)nc3ccccc23)c1
 : 3.9%	4	1	3	16	2	-7	0.7	-7
CC/C(=N\NC(=O)c1cc(C)nc2ccccc12)c1ccc(C)s1
 : 0.6%	4	-2	8	-2	0	-7	-0.3	2
O=C(O)c1ccc2c(c1)CC(c1ccccc1)OC2=O (stereo not given)
 : 1.7%	10	3	-12	-6	1	-2	-0.8	2
Cc1ccc(OC(C)C(=O)N=Nc2c(O)[nH]c3ccc([N+](=O)[O-])cc23)cc1 (stereo not given)
 : -0.2%	-8	0	6	-22	5	3	-0.5	30
CCOC(=O)c1c(C)c(C(=O)NCCCOC(C)C)c(C)n1C
 : -0.4%	21	6	8	-1	1	2	1.2	-4
O=C(NC(=S)N(CCc1ccccc1)CCc1ccccc1)c1ccco1
 : -0.7%	-4	-4	13	2	0	-3	0.4	-1
CCOc1ccc(-c2cc(N3C(=O)Nc4ccccc4N3O)n[nH]2)cc1
 : -0.5%	-2	3	-3	-23	2	2	-1.1	3
COCCNC(=O)CSc1nc(-c2ccccc2C)nc2c1c(=O)n(C)c(=O)n2C
 : 14%	-1	-7	·	-1	2	4	0.4	-7

Of the compounds above, 4 have two or more sulfur atoms:
Screens in order – RXFP1 ag	D1 antag	TRHR enhancer	D2 antagonist	RXFP1 antagonist	D1 agonist	D1 PAM	D2 agonist	D2 potentiator
COc1ccc(NS(=O)(=O)c2cccc(NC(=O)c3ccc(S(=O)(=O)N4CCCCCC4)cc3)c2)cc1
 : -0.6%	-24	5	2	-9	10	-7	5.0	17
Cc1ccc(S(=O)(=O)N2CCOCC2)cc1NC(=O)CSc1nc(N)cc(=O)[nH]1
 : ?	-14	-4	19	-1	4	-3	0.0	-4
Cc1ccc2nc(NC(=O)c3nc(SCc4ccccc4C)ncc3Cl)sc2c1
 : 0.3%	25	-4	·	·	1	0	1.1	-7
COc1ccc(/C=C2\SC(=N)N(c3nccs3)C2=O)cc1OC
 : 5.0%	-6	2	-7	0	3	-3	1.5	10

Compound activity from PubChem.
